DENV2 CPE rescue = protects cells from dengue virus 2 cytopathic effect; CPE inhibition, % at 9.99 µM; 350,000 tested, 1.7% active; AID 651640; DENV2-infected cells, cytopathic effect rescue, plate reader; in the data active = CPE inhibition above about 20%, passing the limit was not always enough; inconclusive = no clear call, values can overlap the other calls; tested in BHK-21 cells;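 also: 0% = median of neutral control wells and 100% = median of positive control wells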
miR-122 sensor = miR-122 inhibition in Huh7 cells. Huh7 miR-122 Renilla luciferase sensor, 48 h; neutral wells = 0, positive control = 100. activation (reporter increase), % at 12.5 µM. 340,000 tested, 0.3% active. AID 602342;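 active = mean replicate activation score at least 90 and every replicate individually at or above 90; inconclusive = only one of the two criteria met; inactive = neither criterion met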;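 also: higher luciferase means less miR-122 activity so hits act as miR-122 inhibitors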
F508del corr = correctors of CFTR F508del function in bronchial epithelial cells; CFBE cells, YFP halide quenching; stimulated with forskolin plus potentiator P3; % fluorescence drop versus neutral controls; activity (quench increase), % at 7.58 µM; 350,000 tested, 0.36% active; AID 720511;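 active = mean added fluorescence quench of at least 8% versus neutral control, with both replicates also reaching 8%; inconclusive = only one of the mean or replicate conditions met; inactive = mean below 8% and not both replicates reaching 8%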;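 also: cells transiently co-express mutant CFTR-F508del with the halide-sensitive YFP; corrector assay measuring rescue of mutant channel to the surface after 24 h compound exposure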
EWS-Fli inh = EWS/Fli transcriptional activity inhibition. A673 NR0B1-luciferase reporter, viability-normalised. inhibition, % at 12.6 µM. 350,000 tested, 0.67% active;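 active = mean inhibition of at least 50% after viability correction, with every replicate also passing that limit; inconclusive = mean reaches 50% but only one of two replicates passes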;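 also: firefly luciferase signal divided by Alamar Blue viability fluorescence both relative to DMSO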
FN deposit inh = fibronectin deposition inhibition; AID 743247; AH1F fibroblasts, Alexa488-fibronectin deposition fluorescence, overnight; inhibition, % at 12.6 µM; 350,000 tested, 0.086% active;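 active = mean inhibition across replicates of 30% or more, regardless of how many single replicates reach that level; inconclusive = mean under 30% yet at least half of replicates reach 30%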;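 also: positive control wells lacked labelled fibronectin entirely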
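Assay system: AH1F fibroblasts assembling fluorescent fibronectin matrix; Amount: 10000 AH1F cells per well; Buffer or medium: DMEM, 2% serum; Probe or stimulus: Alexa488-fibronectin, 24 nM final in well; Doses: single compound dose, delivered by pin transfer; Incubation: 1 h adhesion, overnight exposure; Measured by: fluorescence 485/525 nm; Read-out: fibronectin deposition inhibition.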
PAX8 inh HTS = PAX8 transcriptional activity inhibition; AID 652154; 360,000 tested, 1.2% active; RMG-I TPO-luciferase reporter, SteadyGlo, 24 h; inhibition, % at 12.6 µM;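 active = mean replicate inhibition at least 60% with every replicate also reaching 60%; inconclusive = only one of the two criteria is met; inactive = mean below 60% and not all replicates reaching 60%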;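 also: luciferase light reporting Pax8 driven TPO promoter activity; plate controls were median of neutral control wells for no effect and mitoxantrone controls for full effect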
GSIS activator = primary screen for activators of insulin secretion dependent on glucose, INS-1E cells, GLuc reporter luminescence; INS-1E GLuc reporter insulin secretion, 2-3 h; 370,000 tested, 0.61% active; AID 743287; activation, % at 16.6 µM;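 active = lowest replicate activation of at least 40%, so every replicate reaches that level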;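 also: 0% = median of neutral control wells and 100% = median of IBMX positive control wells; some compounds called inactive have numbers as strong as hits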
Active calls of the source: *; ? = inconclusive; · = no result given; & = joins results of further samples; [ ] = dose if it differs, or a comment. Random draw from the library; 3.9% or so of the library scored in one or more.

SMILES | DENV2 CPE rescue | miR-122 sensor | F508del corr | EWS-Fli inh | FN deposit inh | PAX8 inh HTS | GSIS activator
COc1ccc(C(=O)c2cc(OC)c(OC)c(OC)c2)cc1OC | -10 | 49 | 13* | 34 | -2 | 13 | ·
Cc1ccc2c(c1)N(C(=O)CCC(=O)NCc1ccccn1)CC(C)O2 (centres undefined) | -8 | 1 | -0.6 | -2 | 3 | 2 | ·
CCN(CC)S(=O)(=O)c1cc(OCC(N)=O)c(C)cc1Cl | 8 | · | · | -3 | 4 | -2 | 49
O=C(NCc1ccccn1)c1cccc(S(=O)(=O)NCc2ccccc2)c1 | -3 | 22 | -0.6 | 9 | 1 | · | 11
CCOc1ccc(S(=O)(=O)c2c(C(=O)c3ccccc3)cnc3cc4c(cc23)OCCO4)cc1 | 3 | · | · | 1 | -4 | 1 | -5
COCC(=O)Nc1ccc2c(c1)OC[C@@H](C)N(Cc1ccccc1F)C[C@@H](C)[C@@H](OC)CN(C)C2=O | -2 | -4[16.7 µM] | 0.4 | -3 | 0 | · | 1
O=C(N/N=C1\CCc2ccccc21)c1ccc(O)cc1 | 6 | 0 | -2.4 | -66 | -2 | -126 | 3
COCCNC(=O)c1ccc2c3n(nc2c1)-c1ccccc1CO3 | 0 | -6 | 5.7 | -142 | 5 | -216 | 4
O=C(O)c1cc(-c2ccccc2)n[nH]1 | -3 | · | 1.6 | -2 | 6 | -8 | 4
O=C(NCc1cccc2ccccc12)Nc1ccccc1 | 1 | · | 1.4 | -26 | · | -25 | 0
O=C(Cn1cc([N+](=O)[O-])nc1[N+](=O)[O-])N1CCN(c2ccccc2)CC1 | · | · | · | · | 3 | 8 | -4
C[C@H]1CN([C@@H](C)CO)C(=O)c2cc(Br)cnc2O[C@H]1CN(C)S(=O)(=O)c1ccccc1 | -3 | 5[16.7 µM] | -1.9 | -9 | · | · | 4
Cc1n[nH]c(=O)nc1NCCN(C)C | · | -3 | · | · | 9 | 0 | ·
O=C(CCSCc1ccc(Cl)cc1)NCc1cccnc1 | 0 | · | 0.4 | -11 | · | 2 | 5
Cc1cccc(N(CC(O)CN2CCCC2)S(=O)(=O)c2ccccc2)c1 (centres undefined) | 9 | 2 | -0.8 | -3 | 0 | 5 | -2
CN1CCN(C(c2cccc(Cl)c2)c2ccccc2Cl)CC1 (centres undefined) | 12 | · | -5.3 | 11 | 4 | -2 | -2
Cc1ccc(S(=O)(=O)N(C)C[C@@H]2OCc3cn(nn3)CCCC(=O)N([C@H](C)CO)C[C@H]2C)cc1 | 2&-3&7 | 13[16.7 µM] | 3.0&-4.0&1.2 | 5&-1&-5 | 1&9 | 5&-2 | 21&9
O=C(OCN1C(=O)c2ccccc2C1=O)c1cccnc1SC(F)F | -4 | · | -1.3 | 1 | -8 | 10 | 0
O=C(CCC(=O)c1cccs1)NCc1ccccc1Cl | 5 | -3 | 2.8 | -4 | 5 | · | ·
COc1cccc(C2/C(=C(\O)c3ccc4c(c3)OCCO4)C(=O)C(=O)N2CCCn2ccnc2)c1 (centres undefined) | 3 | 6 | -4.2 | -9 | 9 | -3 | 6
O=C(CN1CCN(Cc2ccccc2)CC1)Nc1cccc(S(=O)(=O)N2CCCCCC2)c1 | -2 | 2 | 1.3 | 2 | -2 | 11 | -17
N#Cc1ccc(-c2ccc([C@@H]3[C@@H](CO)N4C(=O)CN(C(=O)Cc5ccccc5)C[C@@H]34)cc2)cc1 | ? | · | -3.7 | -1 | · | 5 | 22
CNC[C@@H]1Oc2ccc(NS(=O)(=O)c3ccc(OC)cc3)cc2CC(=O)N([C@H](C)CO)C[C@H]1C | 4 | 7[16.7 µM] | -0.6 | 2 | · | 6 | -6
OC[C@H]1[C@H](c2ccc(C#CC3(O)CCCC3)cc2)[C@@H]2CN(Cc3ccncc3)CCCCN12 | 5 | -6[16.7 µM] | 5.1 | -9 | · | -7 | 1
C[C@@H]1CN([C@H](C)CO)C(=O)c2cc(NC(=O)Nc3cccc4ccccc34)ccc2O[C@@H]1CN(C)C(=O)Nc1ccc(F)cc1 | 25* | -6[16.7 µM] | 1.9 | 1 | · | · | 7
CC1(C)CC[C@]2(C(=O)O)CC[C@]3(C)C(=CC[C@@H]4[C@@]5(C)CC[C@H](O[C@@H]6O[C@H](C(=O)O)[C@@H](O)[C@H](O[C@@H]7OC[C@H](O)[C@H](O)[C@H]7O)[C@H]6O)C(C)(C)[C@@H]5CC[C@]43C)[C@@H]2C1 | -2 | 2 | -1.4 | ? | 51* | 101* | 200*
Cc1oc(-c2ccc(Cl)cc2)nc1CS(=O)CC(=O)NCCN1CCCC1 (centres undefined) | 1 | -4 | 0.5 | -6 | 4 | -5 | ·
COc1ccccc1NC(=O)N[C@H]1CC[C@H](CC(=O)N[C@@H](C)c2ccccc2)O[C@H]1CO | -7 | · | -0.3 | 3 | -17 | -10 | 5
COc1ccc(NC(=O)N(C)C[C@@H]2Oc3ccc(NC(=O)Nc4ccc(C(F)(F)F)cc4)cc3C(=O)N([C@@H](C)CO)C[C@H]2C)cc1 | 1 | 6[16.7 µM] | 0.1 | 4 | · | 20 | 2
O=C(NNC(=O)C12CC3CC(CC(C3)C1)C2)c1cccc([N+](=O)[O-])c1 | 20* | -4 | -2.1 | -3 | -10 | 15 | -12
CC1=C(C(=O)N(C)C)CC(CC(=O)NCC2CCCCC2)C(=O)N1Cc1ccc(C(C)(C)C)cc1 (centres undefined) | ? | -6 | 3.4 | 0 | 1 | 15 | -41
CCOC(=O)N1CC=C2C(C#N)=C(N)C(C#N)(C#N)[C@H](c3ccsc3)[C@H]2C1 | · | -3 | · | · | 1 | · | -8
CC(=O)c1c(C)[nH]c(C(=O)Nc2ccc(F)c(F)c2F)c1C | -6 | 47 | -1.4 | -13 | 0 | -25 | 12
CCOc1ccc(N=Cc2c(O)cc(C)oc2=O)cc1 | ? | -3 | -2.8 | -1 | 1 | -78 | ·
Cc1ccc(S(=O)(=O)N(C)C[C@H]2Oc3cc(C#Cc4ccccc4)ccc3S(=O)(=O)N([C@@H](C)CO)C[C@H]2C)cc1 | -4 | 26[16.7 µM] | · | -9 | -4 | 20 | -1
COc1ccc2c3c(n(C)c2c1)[C@H](CO)N(C(=O)Nc1ccc(F)cc1)CC31CCN(S(=O)(=O)c2cccc(F)c2)CC1 | ? | · | 4.5 | -11 | · | · | -3
O=C(Cc1cccs1)N(c1ccc(Br)cc1)C1C=CS(=O)(=O)C1 (centres undefined) | -1 | · | -1.8 | 1 | 0 | 7 | 8
CO[C@H]1CN(C)C(=O)c2cc(NS(=O)(=O)CC(F)(F)F)ccc2OC[C@@H](C)N(CC2CCCCC2)C[C@H]1C | -1 | · | 1.3 | -1 | -6 | 3 | 9
CCOC(=O)C1=C(CC)Nc2ccccc2N=C1NC(=O)c1cc(C)on1 | -5 | -2 | 0.0 | 0 | 0 | -6 | -4
O=c1[nH]c2cc([N+](=O)[O-])c(NCCO)c([N+](=O)[O-])c2[nH]1 | 0 | -9 | -0.6 | -26 | -6 | 16 | 6
COCCCn1c(C23CC4CC(CC(C4)C2)C3)n[nH]c1=S | -8 | 0 | 2.5 | 5 | -3 | 6 | 10
O=C(C[C@@H]1C=C[C@@H](NC(=O)c2ccc3c(c2)OCO3)[C@@H](CO)O1)NCc1ccc(Oc2ccccc2)cc1 | -3 | · | 1.9 | · | · | 20 | 20
Clc1ccc(C[n+]2cc(-c3ccccc3)n3c2CCC3)cc1Cl | -6 | 0 | · | 11 | 10 | 16 | ·
CC1(c2ccc(OC(F)F)cc2)NC(=O)N(CC(=O)N2c3ccccc3NC(=O)C2(C)C)C1=O (centres undefined) | 2 | · | 1.3 | 5 | 2 | 19 | -7
C=CCOc1ccc(/C=C2\SC(N3CCCCC3)=NC2=O)cc1 | 1 | · | -2.1 | -11 | 0 | -9 | 4
CCn1c(SCC(=O)N/N=C/c2ccc(C)o2)nnc1-c1ccc(C)cc1 | · | · | · | · | -9 | 9 | 22
CC(C)COC(=O)N(C)C[C@H]1OCc2ccccc2-c2c(n(C)c3ccccc23)C(=O)N([C@@H](C)CO)C[C@H]1C | 0 | · | 1.9 | 7 | 7 | 30 | 8
COc1ccc(CCC(=O)NCCOc2ccccc2Cl)cc1 | -4 | · | 0.4 | -42 | 0 | -75 | -13
O=C1CNC[C@@H]2[C@@H](c3ccc(-c4ccccc4F)cc3)[C@H](CO)N12 | 4 | · | -1.2 | -11 | 4 | · | 16
O=C(NCc1ccccc1F)C1CC(=O)N(Cc2ccco2)C1 (centres undefined) | -4 | -11 | -2.6 | -8 | 4 | 10 | ·

Look-ups from above.
Entry for CC1(c2ccc(OC(F)F)cc2)NC(=O)N(CC(=O)N2c3ccccc3NC(=O)C2(C)C)C1=O (centres undefined) under F508del corr: 1.3
Entry for COCCCn1c(C23CC4CC(CC(C4)C2)C3)n[nH]c1=S under DENV2 CPE rescue: -8

Following part.
SMILES | DENV2 CPE rescue | miR-122 sensor | F508del corr | EWS-Fli inh | FN deposit inh | PAX8 inh HTS | GSIS activator
C[C@H]1CN([C@@H](C)CO)C(=O)CCCn2cc(nn2)CO[C@@H]1CN(C)Cc1ccncc1 | -4 | -1[16.7 µM] | -2.2 | -13 | -5 | · | -8
C/C=C/c1ccc(OCCOCCOc2cccc3cccnc23)c(OC)c1 | 0 | · | · | 5 | -2 | -8 | ·
C[C@H]1CN([C@@H](C)CO)C(=O)Cc2cc(NC(=O)NC3CCCCC3)ccc2O[C@H]1CN(C)CC1CCCCC1 | -1 | 3[16.7 µM] | 0.3 | 2 | · | 5 | -17
O=[N+]([O-])c1ccc(O)c(C2CCCCC2)c1 | -9 | · | -0.9 | -1 | 2 | 4 | ·
CCN(CC)C1=N/C(=C\c2ccco2)C(=O)N1c1ccccc1 | · | -4 | · | · | 1 | -3 | -3
CCC1CCCCN1CCCNC(=O)C1CCCN(c2ncnc3c2nc2n3CCCCC2)C1 (centres undefined) | -5 | · | -2.0 | · | 9 | -9 | -14
Cc1nc2ccccn2c1CN(C)C(=O)C1CCC(=O)N(CCc2cccc(F)c2)C1 (centres undefined) | 10 | 1 | -1.6 | · | 2 | -6 | -4
Cc1occc1-c1nnc(SCC(=O)NC2CC2)n1C | ? | 0 | -2.8 | 1 | 3 | 2 | 12
C[C@H]1CN([C@@H](C)CO)C(=O)Cc2cc(NC(=O)Nc3ccc(C(F)(F)F)cc3)ccc2O[C@@H]1CN(C)Cc1ccccc1 | 4 | -5[16.7 µM] | 5.0 | -9 | 0 | 33 | -17
Cc1ccccc1NC(=O)C(NS(=O)(=O)c1ccc2c(c1)c(=O)n(C)c(=O)n2C)c1ccccc1 (centres undefined) | -6 | -1 | -1.6 | -1 | -7 | 4 | -7
COCc1c(C(=O)N2CCN(Cc3c(F)cccc3Cl)CC2)oc2ccccc12 | 12 | -5 | -1.0 | -1 | 0 | 13 | -9
COc1ccc(CCNC(=O)c2cc(S(=O)(=O)N3CCCCCC3)ccc2OC)cc1OC | -1 | -5 | -4.2 | 5 | -7 | 7 | -16
O=C(COCC(=O)N/N=C/c1ccc(F)cc1)N/N=C/c1ccc(F)cc1 | · | -9 | · | · | 0 | -26 | -15
CCc1cc(CNC(=O)CC2C(=O)NCCN2Cc2ccc(-c3ccccc3)cc2)on1 (centres undefined) | -4 | -5 | 2.4 | · | 6 | 13 | 16
COc1ccc2[nH]c(C)c(CCNC(=S)Nc3cc(C)cc(C)c3)c2c1 | 9 | 5 | 2.3 | -1 | 1 | -22 | ·

Screening data deposited in PubChem by Broad Institute.
